# KB-V1 MDR tox – kills drug-selected multidrug resistant KB-V1 cells; AID 1347076; hit rate 3.4% among 400,000; Potency, µM (top dose mostly 46.1 µM), for the others: at the top dose activity change, negative = cytotoxicity, hits mostly cytotoxic; KB-V1 MDR cells viability, CellTiter-Glo, 72 h; also: potency is read from the fitted curve at half-maximal effect; % is scaled to controls: 0 for no effect and ±100 for the full control effect; nearly all actives have a fitted effect of over 60% in size
#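 Luminescent ATP read-out (CellTiter-Glo, 10 min) measures survival of drug-selected KB-V1 MDR cells after 72 h, 37 degrees C compound exposure. Medium: phenol-red-free DMEM, 10% FBS. Values from fitted concentration-response curves.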
# HT1080-NT tox – kills 2HG-producing HT-1080-NT fibrosarcoma cells | HT-1080-NT fibrosarcoma viability, CellTiter-Glo ATP luminescence, 48 h | Potency, µM (top dose mostly 46.1 µM), for the others: at the highest dose activity, negative = less viability, actives largely listed as cytotoxic | hit rate 1.6% among 360,000;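 also: NT is the 2HG producing partner of a matched IDH1 knockdown line; potency is read from the fitted curve at half-maximal effect; 0% = DMSO-treated cells and -100% = media-only wells without cells; nearly all actives have a fitted effect of over 55% in size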
#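 A 48-hour cytotoxicity screen used HT-1080-NT cells plated 2 hours before compound delivery. ATP-based CellTiter-Glo luminescence measured viability, normalized to DMSO and no-cell controls.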
# ATXN viability – viability counter-screen for ATXN expression inhibitors. S2 cells (HEK-293 line with an ATXN2-luciferase reporter) viability, CellTiter-Fluor protease fluorescence, 24 h. Potency, µM (series often up to 56.7 µM), usual class: cytotoxic. hit rate 0.49% among 400,000; also: potency is read from the fitted curve at half-maximal effect; nearly all actives have a fitted effect of over 40% in size
# HT1080 IDH1KD tx – toxicity to HT-1080 IDH1 knockdown cells (counter line) | HT-1080 IDH1 knockdown viability, ATP luminescence, 48 h | Potency, µM (titrated, usually from 46.1 µM), for inactives: at the highest dose activity, negative = toxicity, actives largely listed as cytotoxic | hit rate 2% among 360,000 | AID 686971;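 also: potency is read from the fitted curve at half-maximal effect; 0% = DMSO wells and -100% = cell-free medium wells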
#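 Knockdown cells (IDH1KD HT-1080) received compounds 2 h after plating at 750 cells/well and were kept 48 h at 37 °C in 5% FBS RPMI. A CellTiter-Glo luminescence read gave % activity for curve fitting.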
# KB-3-1 tox – kills parental KB-3-1 adenocarcinoma cells. AID 1347075. hit rate 1.4% among 400,000. KB-3-1 viability, CellTiter-Glo ATP luminescence, 72 h. Potency, µM (top dose mostly 46.1 µM), for the others: top-dose activity change, negative = cytotoxic, actives largely listed as cytotoxic; also: potency is read from the fitted curve at half-maximal effect; % is scaled to controls: 0 for no effect and ±100 for the full control effect; nearly all actives have a fitted effect of over 60% in size
#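 Cells are dispensed, compounds pinned in, plates held at 37 °C for 72 h, then CellTiter-Glo is added and luminescence read after 10 minutes. Cell line: parental KB-3-1 in phenol-red-free DMEM, 10% FBS.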
# SW480 rerep – DNA re-replication induction in SW480 cells; SW480 DNA re-replication, Hoechst DNA content imaging, 48 h; Potency, µM (top dose mostly 46.1 µM), for inactives: at the top dose re-replication activation, most hits filed as activators; hit rate 1.8% among 340,000; AID 624297; also: potency is read from the fitted curve at half-maximal effect; % of control where 0% means no effect; nearly all actives have a fitted effect of over 55% in size
#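 First, 250 cells per well were seeded. Next, compound or vehicle (23 nL) was pinned in, plates sat 48 hr at 37 C. Finally Hoechst was added for 40 min before fluorescence scanning.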
# ATXN2 expr inh – inhibitors of ATXN2 expression; HEK-293 ATXN2-luciferase reporter, luminescence, 24 h; Potency, µM (titrated, usually from 57 µM), without a hit: top-dose activity change, negative = inhibition, most hits filed as inhibitors; hit rate 0.72% among 360,000; also: potency is read from the fitted curve at half-maximal effect; % is scaled to controls: 0 for no effect and ±100 for the full control effect; nearly all actives have a fitted effect of over 55% in size
#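 qHTS (up to 57 uM final) was run with 24 h compound exposure of reporter cells at 37 °C. Each well was multiplexed: SteadyGlo luminescence measured ATXN2-luciferase expression after a fluorogenic Gly-Phe-AFC viability readout (25 uM final).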
# IL-1B inflam inh – inhibitors of inflammasome signaling (IL-1 beta secretion); THP-1 LPS/ATP IL-1B secretion, AlphaLISA, 16 h; hits give low values; activity change, % at 57.5 µM; hit rate 4.7% among 360,000; AID 743279; in the data active = activity change below about -50%; inconclusive = mostly about -30% to -49%; also: % is scaled to controls: 0 for no effect and ±100 for the full control effect
#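 THP-1 cells pretreated 1 hr with compounds (up to 57.5 uM final), then stimulated with LPS (250 ng/mL final) plus ATP (1.25 mM final); secreted IL-1B measured by AlphaLISA after 16 hr, decreased signal indicating inhibition.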
# MCF10A rereplic – induces DNA re-replication in MCF 10a normal breast cells | MCF 10A DNA re-replication, Hoechst nuclear intensity, 48 h | hit rate 2.9% among 350,000 | AID 624296 | Potency, µM (top dose mostly 46.1 µM), without a hit: at the top dose activity, positive = re-replication, most hits filed as activators; also: potency is read from the fitted curve at half-maximal effect; % of control where 0% means no effect; nearly all actives have a fitted effect of over 50% in size
# * hit, by the source's call; i = inactive; u = inconclusive; x = not tested or not shown; [ ] = remark or other dose. Unless noted, calls follow the shape of the dose curve; as a rule, active = well fitted curve in the direction sought with a large enough effect; inconclusive = small, poorly fitted or top-dose-only effect, or another doubt; inactive = no such curve, though single readings can be large; an effect the other way counts as inactive or inconclusive. Rows were taken by chance (roughly 11% active in at least one column).
no.	smiles	KB-V1 MDR tox	HT1080-NT tox	ATXN viability	HT1080 IDH1KD tx	KB-3-1 tox	SW480 rerep	ATXN2 expr inh	IL-1B inflam inh	MCF10A rereplic
1	COc1ccccc1CCNC(=O)COc1cccc2c1OC(C)(C)C2	-13.3%	-0.5%	i	-0.8%	-2.1%	u	-3.0%	-16.8	-1.5%
2	O=C(Cn1nc(-c2ccc(F)cc2)ccc1=O)Nc1ccc2c(c1)OCCO2	-14.8%	1.2%	i	3.8%	13.7%	-6.1%	-12.1%	-23.0	-4.0%
3	Cc1ccc(C(=O)Cn2nnc3ccccc32)cc1[N+](=O)[O-]	-19.8%	1.2%	i	-0.8%	-0.1%	6.1%	x	-27.9	-0.8%
4	COC(CN(C)C(=O)c1ccc2c(c1)NC(=O)c1ccccc1S2)OC	0.1%	5.5%	i	-4.1%	-0.2%	4.1%	x	5.3	1.9%
5	CCCCn1c(N)c(N(Cc2ccccc2OC)C(=O)CSCC(=O)Nc2cccc(C)c2)c(=O)[nH]c1=O	10.0%	-3.8%	i	-11.8%	-1.6%	-6.5%	-3.7%	13.8	0.9%
6	Cc1ccsc1C(=O)Nc1nc2ccccc2[nH]1	0.0%	u	i	u	-17.5%	-13.1%	x	51.5	0.5%
7	Cc1ccc(S(=O)(=O)N2CCC(CN3C(=O)c4cccc5cccc(c45)C3=O)CC2)cc1	6.6%	5.9%	i	3.5%	0.2%	-0.1%	-7.8%	-4.2	17.5%
8	O=C(Cc1ccccc1)NC(=S)Nc1ccc(OC(F)F)cc1	11.4%	2.8%	i	-0.9%	1.5%	6.7%	8.4%	72.4	-5.9%
9	Nc1ccc(-c2cc(-c3cccc(N)c3)nc(-c3ccccc3)n2)cc1	-1.5%	-0.4%	i	3.1%	u	u	-9.1%	9.6	16.4µM*
10	O=c1c2c(n3cnnc3n1-c1ccccc1)-c1ccccc1CC21CCCC1	1.7%	0.0%	i	-1.5%	18.0%	-47.1%[inhibitor]	-4.5%	12.1	24.4%

# Some of the entries so far, with each value named.
4) COC(CN(C)C(=O)c1ccc2c(c1)NC(=O)c1ccccc1S2)OC
- KB-V1 MDR tox: 0.1%
- HT1080-NT tox: 5.5%
- ATXN viability: i
- HT1080 IDH1KD tx: -4.1%
- KB-3-1 tox: -0.2%
- SW480 rerep: 4.1%
- ATXN2 expr inh: x
- IL-1B inflam inh: 5.3
- MCF10A rereplic: 1.9%
5) CCCCn1c(N)c(N(Cc2ccccc2OC)C(=O)CSCC(=O)Nc2cccc(C)c2)c(=O)[nH]c1=O
- KB-V1 MDR tox: 10.0%
- HT1080-NT tox: -3.8%
- ATXN viability: i
- HT1080 IDH1KD tx: -11.8%
- KB-3-1 tox: -1.6%
- SW480 rerep: -6.5%
- ATXN2 expr inh: -3.7%
- IL-1B inflam inh: 13.8
- MCF10A rereplic: 0.9%
6) Cc1ccsc1C(=O)Nc1nc2ccccc2[nH]1
- KB-V1 MDR tox: 0.0%
- HT1080-NT tox: u
- ATXN viability: i
- HT1080 IDH1KD tx: u
- KB-3-1 tox: -17.5%
- SW480 rerep: -13.1%
- ATXN2 expr inh: x
- IL-1B inflam inh: 51.5
- MCF10A rereplic: 0.5%
7) Cc1ccc(S(=O)(=O)N2CCC(CN3C(=O)c4cccc5cccc(c45)C3=O)CC2)cc1
- KB-V1 MDR tox: 6.6%
- HT1080-NT tox: 5.9%
- ATXN viability: i
- HT1080 IDH1KD tx: 3.5%
- KB-3-1 tox: 0.2%
- SW480 rerep: -0.1%
- ATXN2 expr inh: -7.8%
- IL-1B inflam inh: -4.2
- MCF10A rereplic: 17.5%

# The list continues:
no.	smiles	KB-V1 MDR tox	HT1080-NT tox	ATXN viability	HT1080 IDH1KD tx	KB-3-1 tox	SW480 rerep	ATXN2 expr inh	IL-1B inflam inh	MCF10A rereplic
11	Cc1nnc(SCC(=O)Nc2nccs2)n(N)c1=O	1.3%	4.0%	i	17.4%	2.4%	-4.4%	12.5%	3.6	0.3%
12	Cc1cccc(OCC(=O)Nc2ccccc2N2CCCC2)c1C	u	-2.0%	i	-9.4%	u	u	-0.9%	-4.7	u
13	CCOC(=O)c1c(NC(=O)CSc2nc3c(c(=O)n(C)c(=O)n3C)n2C(C)C)sc(C)c1C	-3.0%	5.2%	i	-4.2%	-4.0%	0.3%	-3.4%	15.1	u
14	Cc1nc2ccccc2c2c1CC(C(C)(Cl)Br)O2 (configuration not stated)	4.61µM*	u	i	u	u	-19.0%	u	38.5	2.0%
15	CCN(C(=O)Cn1cc(C(C)=O)c2ccccc21)c1ccccc1	u	-10.9%	i	-2.6%	-14.3%	1.9%	x	30.8	0.0%
16	O=S(=O)([N-]c1nc2ccccc2nc1-n1cc[n+](Cc2ccccc2)c1)c1ccc(Cl)cc1	-1.5%	3.2%	x	-2.8%	-7.0%	18.4µM*	-11.7%	x	18.4µM*
17	COC(=O)C(=O)C/C(=N/Nc1ncnc2ccccc12)c1ccc(Cl)cc1	u	u	x	u	u	9.1%	26.1%	150.6	11.9%
18	O=c1[nH]nc(-c2ccc(NCCO)c([N+](=O)[O-])c2)c2ccccc12	1.2%	-0.1%	i	-17.2%	0.5%	0.4%	13.8%	-1.8	3.2%
19	CN1CCN(C(c2cccc(Cl)c2)c2ccccc2Cl)CC1 (configuration not stated)	0.0%	-13.4%	i	-20.2%	u	17.4%	-10.1%	x	u
20	Cc1ccc(NC(=S)N(CCCN2CCOCC2)Cc2ccco2)cc1C	u	-6.1%	i	-5.8%	-4.5%	-0.2%	0.7%	3.9	-0.9%
21	Cc1cc(C)cc(C(=O)NC2C(=O)N3C(C(=O)O)=C(CSc4nnc(C)s4)CSC23)c1 (configuration not stated)	u	-5.4%	i	-8.9%	-0.4%	-6.3%	-2.4%	9.6	u
22	O=P(O)(CCc1ccccc1)CN1CCCCC1	u	1.4%	i	7.4%	1.7%	-7.8%	1.0%	25.9	-4.0%

# Five entries out of the list above, arranged by their value in IL-1B inflam inh, descending:
no.	Compound	IL-1B inflam inh
22	O=P(O)(CCc1ccccc1)CN1CCCCC1	25.9
9	Nc1ccc(-c2cc(-c3cccc(N)c3)nc(-c3ccccc3)n2)cc1	9.6
20	Cc1ccc(NC(=S)N(CCCN2CCOCC2)Cc2ccco2)cc1C	3.9
18	O=c1[nH]nc(-c2ccc(NCCO)c([N+](=O)[O-])c2)c2ccccc12	-1.8
2	O=C(Cn1nc(-c2ccc(F)cc2)ccc1=O)Nc1ccc2c(c1)OCCO2	-23.0

# Screening results from PubChem.
